Bioassay records deposited in PubChem BioAssay by several laboratories.
b-catenin transl = modulators of beta-catenin nuclear translocation, primary screen, imaging, HeLa cells, immunofluorescence, high-content; nuclear translocation activity, % at 5 µM; 0.3% of 190,000 active;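 active = nuclear translocation activity above 50% at 5 µM, with a well cell count of 50 or more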;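 note: per-cell ratio of nuclear to cytoplasmic median beta-catenin stain intensity; plate controls were DMSO negative control for no effect and GSK-3 inhibitor IX positive control for full effect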
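Technique: fluorescence imaging of beta-catenin antibody stain plus DAPI / Material: human HeLa cell line / Incubation: compound treatment 24 h, 37°C, 5% CO2 / Read-out basis: % activation of per-cell nuclear versus cytoplasmic median beta-catenin signal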
TNAP activation fold = human TNAP enzyme activators, primary screen, biochemical, luminescent, no phosphate acceptor, uHTS (AID 1001); 0.03% of 200,000 active; Alkaline phosphatase, tissue-nonspecific isozyme (Homo sapiens); one-dose activation fold at 20 µM; EC50 in µM for titrated hits; purified TNAP, luminescent activation assay, no phosphate acceptor; higher activation fold means a stronger effect; in the data active = activation fold from about 3, or a potency from the dose series; inactive = the rest, 99 in 100 with activation fold below about 1.6; note: many of its hits are not listed in these tables
PMI inhibition = human PMI inhibitors, high substrate, primary screen, biochemical, fluorescence intensity, high mannose 6-phosphate (AID 1220); inhibition, % at 20 µM, or IC50 in µM where a hit was titrated; Mannose-6-phosphate isomerase (Homo sapiens); recombinant PMI enzyme, coupled fluorescence intensity; higher % means a stronger effect; 0.66% of 190,000 active
T cell modulator = modulators of CD8 T cell-vesicle binding, primary screen, mouse 2C CD8+ T cells, flow cytometry. 2C CD8+ T cell-vesicle binding; active compounds read low. AID 2052, 2009. calls only at 7 µM. 0.068% of 330,000 active;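 active = response, share of CD8 T cells binding vesicles, and their 90th percentile fluorescence all below set limits, cut at about 80% in these data, passing the limit was not always enough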
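Also added: QL9-peptide-loaded Drosophila micro-vesicles bearing Ld, ICAM-1 and B7-1; Test system: purified 2C TCR transgenic mouse naive CD8+ T cells; Measured by: cytometric PE anti-B7-1 and Alexa647 anti-CD8 signals after 1% paraformaldehyde fixation; Timing: binding step 1.5 h, 37 °C, antibody labelling 20 min, ice.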
Lipid droplet = inhibitors of hepatocyte lipid droplet formation, primary screen, imaging, high-throughput imaging, BODIPY stain. 0.4% of 240,000 active. inhibition, % at 6.5 µM. AML12 mouse hepatocytes, oleate lipid droplets. AID 1656, 2009;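 active = lipid droplet intensity inhibited by at least 50%, with more than 500 cells counted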
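Assay system: AML12 mouse liver cells | Compound dosing: One dose, 6.5 µM compound | Read-out basis: Droplet intensity reduction, % inhibition | Measured by: Fluorescence imaging, 20x objective, two fields per well | Schedule: Overnight treatment with compound plus oleate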
MT stabilizer = microtubule stabilizers in HeLa cells, primary screen, imaging, high-content imaging | HeLa tubulin immunostaining HCS, 24 h; share of cells brighter than vehicle mean+2SD | 0.83% of 200,000 active | % tubulin-high responders, % at 10 µM | AID 2205, 2009;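 active = plate Z-score above 3 for both tubulin-high and condensed-nucleus cell shares, with cell loss under 80%, at 10 µM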;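 note: anti alpha tubulin signal scored within the nucleus-defined area of each cell; some results filed as inactive read as strong as hits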
human PMI inhibition = inhibitors of human PMI, primary screen, biochemical, fluorescence intensity, coupled assay (AID 1209) | Mannose-6-phosphate isomerase (Homo sapiens) | purified PMI enzyme, coupled fluorescence intensity; higher % means a stronger effect | inhibition, % at 20 µM, or IC50 in µM where a hit was titrated | 0.42% of 190,000 active;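 note: plate controls were DMSO vehicle for no effect and wells lacking substrate for full effect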
Ins promoter up = insulin promoter activators in MIN6 cells, imaging, high-content screening, mouse beta cells | z-score at 5 µM | 0.3% of 190,000 active | MIN6 insulin promoter-GFP reporter; active compounds read high;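 active = z-score above 3 at 5 µM with at least 500 cells counted in the well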
Autophagy HCS = autophagy modulators in MEF cells, primary screen, imaging, high-content, MEF GFP-LC3. MEF GFP-LC3 puncta imaging; test concentration mostly 10 µM. calls only at 10 µM (by protocol). 0.98% of 190,000 active. AID 463193, 2010;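 active = percentage of spot-positive cells more than 3 SD above its plate mean, without a fluorescence outlier flag or 80% toxicity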;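 note: spot-positive cell cutoff set from DMSO-treated cells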
Ins promoter up cell count = further read-out of Ins promoter up, marked with its call; cell count; measured here: cytotoxicity, nuclei count;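 total cells summed across four imaged fields per well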
Lipid droplet cells 6.5 µM = recorded beside Lipid droplet, whose call it bears; cell count; measured here: cell count, cytotoxicity flag;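 cells counted across two imaged fields per well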
b-catenin transl cell count 5 µM = recorded beside b-catenin transl, whose call it bears; cell count; measured here: cell count, cytotoxicity flag
T cell modulator vesicle-bound % = recorded beside T cell modulator, whose call it bears; double positive events, %; measured here: CD8+ vesicle-bound cell fraction;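 binding gate set so that unloaded-vesicle control wells show 10% double positive cells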
MT stabilizer Hoechst-high % = second read-out of MT stabilizer, no call of its own (marks repeat the call); % Hoechst-high responders; measured here: nuclear condensation Hoechst responders;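 share of cells brighter than vehicle mean plus two SD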
MT stabilizer cytotoxicity % = also measured in MT stabilizer; calls as there; toxicity, %; measured here: cytotoxicity by cell density;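 0% = mean cell density of plate MIN control wells and 100% = no cells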
Autophagy HCS cell loss 18 h = second read-out of Autophagy HCS, no call of its own (marks repeat the call); toxicity, %; measured here: cell loss, nuclei count;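 cell loss after 18 h compound exposure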
Starred values were filed as active, the others as inactive; i = inactive; . = no result given. Cut-off read from the data, not from the text of the source, unless noted: active = inhibition above about 50%; inactive = the rest.

SMILES | b-catenin transl | b-catenin transl cell count 5 µM | TNAP activation fold | PMI inhibition | T cell modulator | T cell modulator vesicle-bound % | Lipid droplet | Lipid droplet cells 6.5 µM | MT stabilizer | MT stabilizer Hoechst-high % | MT stabilizer cytotoxicity % | human PMI inhibition | Ins promoter up | Ins promoter up cell count | Autophagy HCS | Autophagy HCS cell loss 18 h
COCCCN(C(=O)Nc1cccc(Cl)c1)C(C)c1ccccn1 (stereo not given) | 6.0 | 498 | 1.1 | 2% | i | 61 | -17 | 729 | 1.5 | 1.8 | 2.2 | 2% | . | . | i | 0
COc1ccc(C)cc1NC(=O)CSc1nnc(COc2ccc(C)cc2)n1Cc1ccco1 | -1.5 | 875 | 1.1 | 12% | i | 56 | . | . | 3.2 | 3.1 | 7.4 | 15% | -1.6 | 909 | i | 11
O=C(/C=C/c1ccc(Cl)cc1Cl)NCc1ccco1 | -1.1 | 1331 | 1.1 | -5% | i | 18 | . | . | 0.9 | 1.1 | 9.0 | 2% | 0.05 | 1538 | i | -2
O=C(COC(=O)c1cc([N+](=O)[O-])ccc1NCc1ccccc1)NC1CCCCC1 | -1.5 | 1077 | 0.9 | 2% | i | 50 | 28 | 681 | 4.3 | 3.8 | 3.4 | 6% | 0.11 | 1554 | i | 3
CCCCC1=CC2=C(c3ccco3)C(=O)C(C)(OC(=O)c3ccc(OC)cc3)C(=O)C2=CN1Cc1ccccc1 (stereo not given) | 1.2 | 1152 | . | . | i | 37 | -3 | 707 | . | . | . | . | -0.82 | 773 | . | .
O=S(=O)(c1ccc(F)cc1)N1CCN(c2ncnc3c2cnn3-c2ccccc2)CC1 | -1.4 | 858 | 1.1 | 14% | i | 12 | . | . | 3.8 | 4.1 | 1.0 | 7% | -0.47 | 1131 | i | 2
c1ccc(-c2cc(-c3nnco3)c3ccccc3n2)nc1 | 1.1 | 1063 | 1 | -2% | i | 41 | 14 | 686 | 1.8 | 2.7 | 5.5 | -3% | -0.21 | 1221 | i | 13
CCC(CC)C(=O)N=C1SC2CS(=O)(=O)CC2N1CCc1ccc(OC)cc1 (stereo not given) | -4.0 | 1089 | 1 | -10% | i | 36 | 4 | 745 | 3.6 | 3.3 | 6.5 | -7% | . | . | i | 7
CCOC(=O)C1(C(F)(F)F)N=C(c2cccnc2)OC(N2CCOCC2)=N1 (stereo not given) | -0.7 | 1137 | 1 | 2% | i | 37 | . | . | 1.8 | 1.5 | 0.9 | -10% | -0.67 | 672 | i | 2
CC(C)OCCCNC(=O)c1cccs1 | 3.1 | 1164 | 1.1 | 8% | i | 40 | 9 | 734 | 3.0 | 1.6 | 12 | 10% | 0.36 | 1200 | i | 0
COc1cc(C(=O)Nc2ccc(S(=O)(=O)N3CCc4ccccc43)cc2)cc(OC)c1OC | 0.9 | 1211 | 1.1 | 10% | i | 10 | -3 | 713 | 1.6 | 1.8 | 9.3 | 22% | -0.5 | 893 | i | 7
CCOC(=O)C1CCCN(C(=O)c2ccc(C)cc2O)C1 (stereo not given) | . | . | 1.1 | 1% | i | 28 | 4 | 800 | 1.2 | 1.0 | 2.3 | 3% | . | . | i | 31
Oc1ccc(C[C@@H]2CNC(=S)N2CCCCC2CCCCC2)cc1 | 0.5 | 1149 | 1.1 | 9% | i | 15 | 2 | 726 | 5.7 | 1.7 | 6.9 | 17% | -1 | 1187 | i | 17
Cc1n[nH]c(=S)c2nn(-c3cccc(Cl)c3)c(C)c12 | 0.2 | 1082 | 0.9 | 7% | . | . | 16 | 605 | 3.3 | 2.4 | 6.9 | 10% | 0.74 | 1890 | i | -27
COc1ccc(C(=O)/C=C/Nc2ccc([N+](=O)[O-])cc2C)cc1OC | 6.9 | 1017 | 0.8 | 14% | i | 18 | 6 | 618 | 2.9 | 2.4 | 5.4 | 13% | -0.72 | 1804 | i | -22

Nothing new here: an excerpt of the list.
SMILES | b-catenin transl | b-catenin transl cell count 5 µM | TNAP activation fold | PMI inhibition | T cell modulator | T cell modulator vesicle-bound % | Lipid droplet | Lipid droplet cells 6.5 µM | MT stabilizer | MT stabilizer Hoechst-high % | MT stabilizer cytotoxicity % | human PMI inhibition | Ins promoter up | Ins promoter up cell count | Autophagy HCS | Autophagy HCS cell loss 18 h
Oc1ccc(C[C@@H]2CNC(=S)N2CCCCC2CCCCC2)cc1 | 0.5 | 1149 | 1.1 | 9% | i | 15 | 2 | 726 | 5.7 | 1.7 | 6.9 | 17% | -1 | 1187 | i | 17
Cc1n[nH]c(=S)c2nn(-c3cccc(Cl)c3)c(C)c12 | 0.2 | 1082 | 0.9 | 7% | . | . | 16 | 605 | 3.3 | 2.4 | 6.9 | 10% | 0.74 | 1890 | i | -27
COc1ccc(C(=O)/C=C/Nc2ccc([N+](=O)[O-])cc2C)cc1OC | 6.9 | 1017 | 0.8 | 14% | i | 18 | 6 | 618 | 2.9 | 2.4 | 5.4 | 13% | -0.72 | 1804 | i | -22

The list continues.
SMILES | b-catenin transl | b-catenin transl cell count 5 µM | TNAP activation fold | PMI inhibition | T cell modulator | T cell modulator vesicle-bound % | Lipid droplet | Lipid droplet cells 6.5 µM | MT stabilizer | MT stabilizer Hoechst-high % | MT stabilizer cytotoxicity % | human PMI inhibition | Ins promoter up | Ins promoter up cell count | Autophagy HCS | Autophagy HCS cell loss 18 h
COC(=O)CCC(=O)OC1(C)C(=O)C=C2C=C(C3CC3)N(C3CCCC3)C=C2C1=O (stereo not given) | 0.2 | 1233 | . | . | i | 49 | -8 | 702 | . | . | . | . | -0.04 | 969 | . | .
Cc1ccc(NC(=O)/C(=C/c2cccc(Br)c2)NC(=O)c2ccco2)cc1 | 0.7 | 519 | 1 | 19% | i | 61 | -2 | 694 | 1.6 | 2.2 | 1.5 | 15% | 0.29 | 1280 | i | 15
Cn1cccc1C1(C(F)(F)F)NCCNC1=O (stereo not given) | -0.2 | 1102 | 1.1 | 14% | i | 30 | 3 | 630 | 3.5 | 3.0 | 10 | 9% | 0.02 | 1279 | i | -59
CC(=O)c1cccc(NC(=O)N2CCCC2C(=O)NCc2ccc(F)cc2)c1 (stereo not given) | -4.1 | 1155 | 1.1 | 15% | i | 21 | . | . | 5.7 | 3.7 | 0.8 | 12% | -1 | 956 | i | 8
CCN(CCN(C)C)C(=O)c1ccc2c(c1NCCO)C(=O)c1ccccc1C2=O | . | . | 0.8 | -16% | i | 53 | 22 | 780 | 4.1 | 2.7 | 5.8 | -33% | 0.28 | 1253 | i | 1
CC(C)n1ncc(C(N)=O)c1N | -3.7 | 899 | 1.1 | -6% | i | 33 | . | . | 4.7 | 1.6 | 4.9 | -3% | 0.61 | 1623 | i | 2
Cn1ccc(=Nc2ccc(NC(=O)c3ccc(N=c4ccn(C)c5ccc([N+](=O)[O-])cc45)cc3)cc2)cc1 | -1.0 | 1415 | . | . | i | 29 | 2 | 818 | . | . | . | . | -2.9 | 572 | . | .
CCc1nnc(NC(=O)CSc2nnc(-c3ccco3)n2C)s1 | -3.6 | 1039 | 1.1 | -1% | i | 15 | . | . | 2.3 | 1.3 | 6.7 | -2% | 0.04 | 1314 | i | 3
N#Cc1cccc(NC(=O)CCn2ccnc2)c1 | . | . | 1.2 | 4% | i | 20 | -2 | 747 | 2.8 | 1.3 | 3.9 | 8% | 0.5 | 708 | i | -8
CC1CCN(c2nc(-c3ccco3)c3c(c2C#N)CC(C)(C)OC3)CC1 | -2.0 | 1129 | 1.2 | 1% | i | 33 | -1 | 611 | 1.8 | 2.0 | 4.3 | 8% | -1.3 | 2034 | i | -6
O=[N+]([O-])c1ccc(N2CCCCC2)cn1 | -4.6 | 1024 | 1 | 26% | i | 31 | -73 | 367 | 7.7 | 2.2 | 0.5 | -4% | -0.26 | 1604 | i | 17
Cc1cnn(CCC(=O)NNC(=S)Nc2ccc(F)cc2)c1 | 1.8 | 1275 | 1.1 | -3% | i | 13 | . | . | 2.4 | 1.3 | 9.4 | 8% | -0.71 | 1627 | i | 11
CC(=O)c1sc2nsc(SCCN3CCOCC3)c2c1N | 0.6 | 1336 | . | . | i | 42 | 7 | 568 | . | . | . | . | 0.04 | 1160 | . | .
O=C1CCCN2N=C(SCC(=O)Nc3nccs3)SC2=N1 | -0.8 | 1045 | 1.1 | -2% | i | 26 | -8 | 695 | 4.2 | 2.6 | 2.1 | -4% | -0.11 | 1365 | i | 15
CCOc1ccc(C(=O)Nc2ccncc2)cc1 | -2.1 | 790 | 1.1 | -9% | i | 36 | . | . | 2.2 | 2.5 | 8.5 | -4% | . | . | i | 0
Cc1cccc(OCc2nc(C#N)c(N3CCCC3)o2)c1 | -3.6 | 1171 | . | . | i | 41 | -3 | 693 | . | . | . | . | 0.45 | 1529 | . | .
N#C/C(=C\c1cccc([N+](=O)[O-])c1)C(=O)Nc1cccnc1 | -4.4 | 544 | 1.1 | -1% | i | 39 | 17 | 791 | 2.4 | 1.4 | 1.7 | -9% | . | . | i | 13
CCOc1cc(CNc2ccc(N3CCCC3)cc2)cc(Cl)c1OC | 3.9 | 543 | 0.9 | 8.9µM* | i | 3 | -27 | 674 | 5.7 | 5.5 | 0.1 | 83%* | 0.82 | 1226 | i | 0
Nc1nc(-c2ccco2)nn1S(=O)(=O)c1ccccc1 | 0.5 | 1066 | 1 | 7% | i | 32 | -1 | 750 | 2.0 | 1.6 | 9.1 | 0% | 0.15 | 1327 | i | -9
COc1ccc(-c2nsc3c(N4CCCCC4C)ncnc23)cc1 (stereo not given) | -0.7 | 1516 | 1 | 18% | i | 34 | 7 | 726 | 1.0 | 1.6 | 8.5 | 16% | -1.6 | 1477 | i | -19
O=C(CCc1cnccn1)NC1CCCc2c1cnn2-c1ccc(F)cc1F (stereo not given) | -0.7 | 1042 | 1.1 | 15% | i | 58 | -5 | 716 | 3.4 | 2.4 | 4.0 | 6% | -0.36 | 1462 | i | 3
